SENP8 inh = blocks human SENP8 cleavage of Nedd8 substrate; recombinant SENP8, Nedd8 substrate fluorescence; inhibition, % at 20 µM; actives 0.64% (n = 360,000); AID 602440; in the data active = inhibition mostly above about 40%, no sharp cut-off; inactive = mostly below about 27%
Target sequence (Q96LD8 whole entry, looked up): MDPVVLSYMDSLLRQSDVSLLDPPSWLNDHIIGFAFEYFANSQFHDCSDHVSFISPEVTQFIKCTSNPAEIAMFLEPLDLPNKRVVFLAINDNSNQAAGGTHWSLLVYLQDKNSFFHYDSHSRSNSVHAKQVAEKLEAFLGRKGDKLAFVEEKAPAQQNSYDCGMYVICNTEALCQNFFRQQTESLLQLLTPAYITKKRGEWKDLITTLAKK
hIAP act = human IAP activation; P09923; purified human IAP, CDP-Star luminescence, 30 min; active compounds read high; 1 = vehicle-only enzyme, 0 = enzyme-free background; activation factor at 10 µM; actives 0.16% (n = 330,000);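 active = activation factor of the enzyme at least 2-fold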; note: the source names both 10 and 20 µM as test concentration; values of inactives mirror those of a sister screen read the other way
MPTP block = permeability transition pore inhibition; actives 1.4% (n = 360,000); inhibition, % at 10 µM; isolated mouse mitochondria, Ca2+ swelling absorbance, 30 min; AID 602449;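 active = inhibition of 50% or more, scaled per plate between neutral and stimulator controls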;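 note: 0% = DMSO wells given calcium and 100% = 1 mM EGTA wells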
SENP6 inh = blocks the human protease SENP6. Q9GZR1. Recombinant SENP6 catalytic domain, aminoluciferin luminescence. inhibition, % at 10 µM. actives 1.8% (n = 330,000);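 active = inhibition above about 50% at the single tested dose, limit read from the data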;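 note: plate controls were DMSO wells with enzyme for no effect and DMSO wells lacking enzyme for full effect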
PfGluPho inh = PfG6PD (Plasmodium falciparum) enzyme inhibition; actives 0.78% (n = 350,000); AID 504690; inhibition, % at 20 µM; PfGluPho enzyme, NADPH resazurin-diaphorase fluorescence;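 active = inhibition reaching at least a set limit at 20 µM in the primary screen, cut at about 59% in these data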;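 note: 0% = DMSO wells with substrate and 100% = DMSO wells lacking glucose-6-phosphate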
ATG4B inhibitor = inhibitors of human ATG4B cysteine protease; inhibition, % at 8.33 µM; actives 0.51% (n = 340,000); Q9Y4P1; ATG4B cleavage of LC3-PLA2, NBD-HPC fluorescence, 1 h; AID 504462; in the data active = inhibition above about 40%
Target sequence (Q9Y4P1 whole entry, looked up): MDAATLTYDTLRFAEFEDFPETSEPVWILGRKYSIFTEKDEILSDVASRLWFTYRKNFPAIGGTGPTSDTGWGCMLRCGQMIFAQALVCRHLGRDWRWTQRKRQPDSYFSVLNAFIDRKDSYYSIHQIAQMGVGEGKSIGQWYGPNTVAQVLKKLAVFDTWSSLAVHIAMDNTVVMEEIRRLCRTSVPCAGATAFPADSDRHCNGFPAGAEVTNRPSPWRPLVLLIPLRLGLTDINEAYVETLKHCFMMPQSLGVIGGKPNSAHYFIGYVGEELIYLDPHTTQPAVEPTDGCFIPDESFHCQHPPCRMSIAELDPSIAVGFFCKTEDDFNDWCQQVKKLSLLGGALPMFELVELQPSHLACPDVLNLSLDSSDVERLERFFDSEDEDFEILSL
SENP1 FRET inh = inhibitors of human SENP1 SUMO protease catalytic domain; recombinant SENP1 catalytic domain, CyPet-SUMO1-YPet FRET cleavage; actives 0.21% (n = 360,000); inhibition, % at 10 µM; AID 624204;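 active = inhibition at least 30% at 10 µM, raw YFP signal under a set limit, fluorescence ratio 0.5 to 1.5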;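 note: 0% = enzyme with DMSO and 100% = no enzyme wells; some results filed as inactive read as strong as hits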
Target sequence (Q9P0U3 419-644 limits assumed): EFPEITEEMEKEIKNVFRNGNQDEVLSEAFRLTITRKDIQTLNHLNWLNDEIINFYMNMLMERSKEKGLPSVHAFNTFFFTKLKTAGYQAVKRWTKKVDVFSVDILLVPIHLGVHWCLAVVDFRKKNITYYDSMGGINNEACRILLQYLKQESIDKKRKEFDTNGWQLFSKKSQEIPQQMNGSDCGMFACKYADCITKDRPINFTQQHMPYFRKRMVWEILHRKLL
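Material – human SENP1 catalytic domain · Input – SENP1 enzyme, 20 pM final · Compound dosing – single concentration of 10 µM compound, 0.5% DMSO final · Timing – enzyme reaction for 50 min at room temperature, dark · Measured by – FRET fluorescence in CFP and YFP emission channels · Control set – no-enzyme wells low, DMSO-plus-enzyme wells high control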
GRIN3A LBD mod = modulates the human NR3A ligand-binding domain; AID 1259313; Tm shift relative to glycine control, % at 25 µM; NR3A LBD differential scanning fluorimetry, Tm shift; 0% = protein alone, 100% = glycine-bound protein; actives 2.5% (n = 340,000);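 active = melting temperature shift of at least 10% of the positive control shift, at one fixed dose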
* marks the source's active call; other numbers are inactive results; i = inactive; nt = not tested or not shown.

Sequence of screens: GRIN3A LBD mod	ATG4B inhibitor	SENP6 inh	SENP1 FRET inh	PfGluPho inh	hIAP act	SENP8 inh	MPTP block
COc1ccccc1C1CCCN1Cc1nc(-c2ccc(C)s2)oc1C (stereo not drawn)
→ -5	-6	-7	-13	2	0.97	-87	0.9
COc1ccc(-c2nn(C)c(=O)c3ccccc23)cc1NC(=O)COc1ccc(C)cc1
→ -1	0	-2	1	-8	0.98	-38	40
C[C@H]1CCCCO[C@H](CN(C)C(=O)Nc2ccc(F)cc2)[C@@H](C)CN([C@@H](C)CO)C(=O)c2cc(NC(=O)Nc3ccc4c(c3)OCO4)ccc2O1
→ nt	nt	nt	2	37	nt	11	0.6
O=c1c(N2CCOCC2)nsn1Cc1ccccc1
→ 2	-2	-15	2	5	0.95	19	-1.0
O=C(O)Cc1ccc(S(=O)(=O)N2CCCC2)s1
→ -2	3	-11	1	-6	0.91	3	-0.7
COc1ccc(C(=O)OCC(=O)c2ccc(C)c(S(=O)(=O)N3CCOCC3)c2)cc1OC
→ 0	0	-2	-1	-2	1.1	27	10
Cc1nnc2sc(-c3ccc(N(C)C)cc3)nn2c1=O
→ 0	5	-3	-22	3	0.92	-285	1.3
O=C(NCc1ccccc1CN1CCCC1)C1CCN(C(=O)c2ccc(Cl)cc2)CC1
→ nt	nt	nt	-3	8	nt	15	1.7
COc1ccc(NC(=O)CCn2c(=O)c3cccn3c3ccccc32)cc1
→ -2	8	-7	0	-2	0.99	4	-1.3
O=C(Nc1ccc2c(c1)CCC2)C1CCN(c2ncccn2)CC1
→ 1	6	-11	-1	16	1.3	-81	3.9
CCOC(=O)C1=C(C)NC2=C(C(=O)CC(C)(C)C2)C1c1ccc(O)c(OCC)c1 (stereo not drawn)
→ -3	-2	6	-2	10	1.1	-319	-0.4
COc1ccc(CN(C)C(=O)c2ccncc2)c(OC)c1
→ 2	-6	-17	2	0	0.88	4	0.9
Cc1cc(C)cc(NC(=O)CSc2nncn2-c2ccccn2)c1
→ 0	-11	-16	1	-1	1.1	8	-0.3
Cc1cc(C)cc(NC(=O)C2CCCN(c3nc(C)cc(C)n3)C2)c1 (stereo not drawn)
→ -1	8	-4	0	-10	0.97	-136	-1.0
COc1cc(/C=N\NC(=O)c2ccc(Cl)cc2)ccc1Oc1ccc([N+](=O)[O-])cn1
→ -1	-12	0	-4	-1	1.2	8	9.7
COC(=O)c1nn(C23CC4CC(CC(C4)C2)C3)c2c1C(=O)N(c1ccc(Br)cc1)C2=O
→ 1	-8	-28	4	-30	1	19	-1.5
Cc1cc(C)nc(SCCn2c(N3CC(C)OC(C)C3)nc3c2c(=O)n(C)c(=O)n3C)n1 (stereo not drawn)
→ 0	-7	8	1	-2	0.97	6	1.5
CCOC(=O)c1cc(-c2sc(NC(=O)c3ccccc3)nc2C)n(-c2ccc(Br)cc2)n1
→ nt	nt	nt	-1	3	nt	-118	-1.2
Cc1cccc(C(=O)N2CCc3ccccc3C2)c1[N+](=O)[O-]
→ -4	24	-11	-2	10	1.3	-2	-0.2
O=C(CSc1nnc(-c2ccncc2)n1Cc1ccccc1)NC1CCCc2ccccc21 (stereo not drawn)
→ -1	-6	17	1	-11	1	1	0.2
O=C(Cn1ncc2c3ccccc3n(Cc3ccccc3)c2c1=O)NCc1ccco1
→ 1	0	17	-5	9	1.1	-57	1.9
Cc1ccc(CN2C(=O)CCC2C(=O)NCCCN2CCCCC2C)cc1 (stereo not drawn)
→ 1	-6	-12	-25	0	1.1	33	-1.9
O=c1cc(-c2ccc(O)cc2)oc2c1ccc1ccccc12
→ 0	-53	-20	10	-6	1.1	i	5.8
Cc1cc(C)cc(Nc2ccc(C(=O)O)cc2N)c1
→ -1	8	2	6	-36	1	-476	0.7
CCN(C(=O)CSc1nnc(-c2ccc(OC)cc2)n1C(C)C)C1CCS(=O)(=O)C1 (stereo not drawn)
→ 2	-8	-11	3	-5	1.1	-4	-0.9
Cc1cc(SCc2ccc(F)cc2)nc(=O)[nH]1
→ -1	-15	1	-26	6	1	17	-0.8
O=C(/C=C/Nc1ccc(F)cc1F)c1cccs1
→ 9	7	96*	-49	29	0.91	-138	1.3
CS(=O)(=O)c1ccc(C(=O)OCc2nnc(-c3ccccc3)o2)cc1[N+](=O)[O-]
→ 0	2	nt	-1	14	nt	5	0.8
Cc1ccc(S(=O)(=O)NNC(=O)c2cnn(-c3ccccc3)c2-n2cccc2)cc1
→ -2	-13	-21	0	-16	0.85	8	0.2
CCc1ccc(OCCCCCn2ccnc2)cc1
→ 1	-10	7	2	1	0.95	24	5.5
O=C(N/N=C/c1ccccc1[N+](=O)[O-])c1ccncc1
→ 2	-4	14	1	-7	0.99	21	-0.1
O=C(c1cccs1)N1CCCC(c2nc3c(nnn3Cc3cccc(Cl)c3)c(=O)[nH]2)C1 (stereo not drawn)
→ -2	0	-14	0	-16	0.92	22	2.2
CCOC(=O)C1CCCN(S(=O)(=O)c2cccc3nsnc23)C1 (stereo not drawn)
→ 1	-6	3	0	4	1.2	2	1.1
CC(=O)C[C@H](O)CC(=O)[C@H]1OC(=O)CCCCCCCc2ccccc21
→ 0	-6	8	-2	-6	1.1	12	1.9
CSc1nnc(Cn2c(=O)sc3ccccc32)n1-c1ccccc1
→ -1	0	5	-2	7	0.76	0	-1.3
Cc1nc2scc(C)n2c(=O)c1S(=O)(=O)Nc1ccc(N2CCOCC2)c(Cl)c1
→ 7	-2	-4	1	-17	1	12	39
CCc1ccc2oc(=O)cc(CN3CCCCC3C)c2c1 (stereo not drawn)
→ 0	11	-9	0	-5	0.84	10	0.7
COc1cccc(C2CC(c3ccc(C(C)C)cc3)n3nc(N)nc3N2)c1 (stereo not drawn)
→ -2	1	1	3	4	1	-53	-0.7
COc1ccc(-c2c[n+](CC(=O)OC3CC(C)CCC3C(C)C)c3n2CCC3)cc1 (stereo not drawn)
→ -2	3	3	2	7	1.5	3	0.3
NNC(=O)CNC(c1ccccc1)c1cc(Br)ccc1NC(=O)CCN1CCOCC1 (stereo not drawn)
→ 0	-4	8	2	-4	0.9	20	0.0

Single records (already shown). Screens in order: GRIN3A LBD mod	ATG4B inhibitor	SENP6 inh	SENP1 FRET inh	PfGluPho inh	hIAP act	SENP8 inh	MPTP block
CSc1nnc(Cn2c(=O)sc3ccccc32)n1-c1ccccc1 reads -1	0	5	-2	7	0.76	0	-1.3
COc1cccc(C2CC(c3ccc(C(C)C)cc3)n3nc(N)nc3N2)c1 (stereo not drawn) reads -2	1	1	3	4	1	-53	-0.7
CS(=O)(=O)c1ccc(C(=O)OCc2nnc(-c3ccccc3)o2)cc1[N+](=O)[O-] reads 0	2	nt	-1	14	nt	5	0.8
Cc1nc2scc(C)n2c(=O)c1S(=O)(=O)Nc1ccc(N2CCOCC2)c(Cl)c1 reads 7	-2	-4	1	-17	1	12	39

Following part:
Sequence of screens: GRIN3A LBD mod	ATG4B inhibitor	SENP6 inh	SENP1 FRET inh	PfGluPho inh	hIAP act	SENP8 inh	MPTP block
CN(CCCC(=O)O)S(=O)(=O)c1ccc2c(c1)C(=O)c1cc(S(=O)(=O)N(C)CCCC(=O)O)ccc1-2
→ 1	2	-8	3	-19	0.98	11	2.6
COc1ccc(CCNC(=O)CC2Nc3cc(C)c(C)cc3NC2=O)cc1OC (stereo not drawn)
→ -1	-17	9	-49	19	0.91	-230	0.8
COc1nc(N=C(N)N)nc2c(C)cccc12
→ 0	-5	-2	-2	1	1	-263	1.7
CCN(CC(=O)Nc1ccccc1C(=O)OC)S(=O)(=O)c1ccccc1
→ 2	-2	10	1	-4	0.87	1	1.2
C/C(=N/NS(=O)(=O)c1cc(C)ccc1C)c1ccncc1
→ -1	-10	3	0	15	1	-1	0.0
C[n+]1ccn(CC(=O)c2cc(C(C)(C)C)c(O)c(C(C)(C)C)c2)c1
→ 4	2	-1	1	1	0.95	12	1.4
Cc1ccc(S(=O)(=O)N/N=C\c2ccc(C)o2)cc1
→ 1	2	2	0	-5	0.92	5	1.1
O=[N+]([O-])c1ccc(CSC2=NCCN2)cc1
→ 1	1	10	1	16	0.93	14	0.3
O=C(Cc1ccccc1F)Nc1cc(S(=O)(=O)N2CCCCC2)ccc1N1CCOCC1
→ nt	nt	nt	1	0	nt	12	-0.3
CCn1cc(C(=O)N2CCn3c(nc4ccccc43)C2)c(=O)c2ccc(C)nc21
→ 4	-8	-3	-4	2	0.92	6	-1.9
O=C(NC1CCCC1)C(c1cccnc1)N(C(=O)c1csnn1)c1ccccc1 (stereo not drawn)
→ 0	-6	24	4	-9	1	15	0.5
COc1ccc(O)c(CN2CCN(C/C=C/c3ccccc3)CC2)c1
→ 1	-10	1	1	2	0.84	11	5.0
CC(C)Cc1oc(C(=O)O)cc1CN
→ -3	1	-21	-1	-2	1.1	8	-0.4
COc1ccc(N(C)C(=O)Cn2c(=O)oc3ccccc32)c(OC)c1
→ -1	-1	13	-1	10	1	20	-0.4
COc1cccc(-c2nnc(NC(=O)CCS(=O)(=O)c3ccc(C)cc3)o2)c1
→ 0	-15	-11	0	3	1.1	1	-1.6
FC(F)Oc1ccc(NC(=S)NCCc2ccccn2)cc1
→ -1	-11	15	1	4	1	5	0.1
Cc1ccc([N+](=O)[O-])cc1N=Nc1c(-c2ccc([N+](=O)[O-])cc2)[nH]n(C(N)=S)c1=O
→ 30*	6	nt	5	-17	nt	32	99*
NC(=O)NCc1ccc(F)cc1
→ -1	-4	-2	1	12	1.2	10	-1.0
Cc1cc(C)cc(N2CCCn3c2nc2c3c(=O)[nH]c(=O)n2C)c1
→ -3	-2	-12	-1	-4	0.94	4	-0.8
CC(=O)Nc1cccc(C(=O)NC2CCCc3c2cnn3-c2ccccc2F)c1 (stereo not drawn)
→ -1	-3	5	0	7	1	11	-0.5
COc1cccc(OCCNC(=O)c2ccccc2Sc2ccccc2C#N)c1
→ 7	-7	-37	-1	14	0.95	15	2.5
Cc1ccc(C)c(N=Cc2cc3c(cc2[N+](=O)[O-])OCO3)c1
→ -3	2	-7	-20	12	0.96	-172	3.2
CCn1c(=O)n(CC)c2cc(N3CCCC3)c(NC(=O)c3cccc(OC)c3)cc21
→ 1	-20	-4	1	45	0.88	-40	0.7
CN1/C(=C/c2cccc[n+]2C)Sc2ccccc21
→ 1	1	-46	-4	-3	0.91	32	-0.2
COc1ccc(C)cc1NC(=O)c1cc(C2CC2)nc2c1c(C)nn2C1CCS(=O)(=O)C1 (stereo not drawn)
→ -1	-11	nt	2	0	nt	-6	-1.1
COC(=O)c1c(C)c[nH]c1C
→ 0	-26	-6	3	2	0.94	20	0.3
Cc1ccccc1OCCOC(=O)c1ccc(S(=O)(=O)N2CCCC2)cc1
→ 0	4	-5	2	4	0.95	3	-0.4
Cc1ccc(/C=C2\Oc3cc(OCC(=O)NN)ccc3C2=O)o1
→ 1	-3	-2	-25	21	0.85	-272	-0.2
CN(C(=O)CN1C(=O)S/C(=C\c2ccc(F)cc2)C1=O)C1CCS(=O)(=O)C1 (stereo not drawn)
→ -1	-10	0	1	-1	1.2	13	-0.4
CC(=O)c1ccc(Oc2ccc(C(C)=O)cc2)cc1
→ -2	0	-15	1	8	1.2	22	-1.1
COc1ccc(C(C)NC(=S)NCc2ccc(F)cc2)cc1OC (stereo not drawn)
→ -1	10	-6	0	-11	1	15	1.1
C=CCn1c(-c2c[nH]c3ccccc23)n[nH]c1=S
→ 2	0	-8	-1	33	1.1	13	0.0
CC(=O)N1N=C(c2cccc(Cl)c2)OC1c1cccc([N+](=O)[O-])c1 (stereo not drawn)
→ 5	9	-3	1	5	1	-1	-4.5
COc1cccc(NC(=O)C(NCC2CCCCC2)c2ccccc2)c1 (stereo not drawn)
→ 0	-6	-10	2	9	0.99	18	2.9
CCOC(=O)C1(CCCc2ccccc2)CCN(C(=O)c2ocnc2C)CC1
→ 2	-4	9	-1	0	0.95	6	-0.6
CC(C)n1nc(C(=O)Oc2cc(Cl)ccc2Cl)c2ccccc2c1=O
→ -6	5	-3	1	-5	0.92	7	0.8
